Screens deposited in PubChem BioAssay by National Center for Advancing Translational Sciences (NCATS).
KDM5B inhibitor = KDM5B demethylase inhibition; Q9UGL1; KDM5B demethylase, FDH-coupled NADH fluorescence (FDH is formaldehyde dehydrogenase); Potency, µM (doses to about 57.7 µM), for inactives: top-dose activity change, negative = inhibition, actives largely listed as inhibitors; hit rate 2.6% among 220,000; active = well fitted inhibition curve with a large enough effect; inconclusive = small, poorly fitted or top-dose-only effect; inactive = no such curve, though single readings can be large or run the other way; also: 0% is about no effect; nearly all actives have a fitted effect of over 70% in size
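Here, H3K4me3 peptide (12.5 µM in substrate mix) is demethylated by KDM5BΔAP, 200 nM final, after 10 min compound exposure. Formaldehyde product is coupled through FDH (0.25 U/mL in mix) to NADH fluorescence; 30-min ΔRFU feeds dose-response curves.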
Active calls of the source: *; i = inactive; ? = inconclusive; & = joins results of further samples; [ ] = dose if it differs, or a comment. Potency is read from the fitted curve at half-maximal effect. These rows are one share of the data; count on the stated rates, not on these rows.

SMILES | KDM5B inhibitor
Cc1oc2ccn(Cc3cccc(F)c3)c(=O)c2c1C(=O)NCC1CCCCC1 | ?
O=Cc1ccc(N2CCN(C(=O)N3CCCCC3)CC2=O)cc1 | ?
CCC1CCCN(C(=O)CN(C)c2ncnc3nc[nH]c23)C1 (configuration not stated) | 9.5%
CN(Cc1ccc(F)cc1)CC1CCCCC1 | 32.9%[86.2 µM]
COCCNC(=O)c1cnc2c(c1)N(C(=O)Cc1cn(C)c3ccccc13)CCC2 | ?
CCOc1ccc(-n2c(SCC(=O)OC)nc3ccccc3c2=O)cc1 | 24.7%
Cc1ccc2[nH]c3c(c2c1)CN(C(C)C)CC3 | -46.3%
CC(C)(C)C(=O)Oc1ccc2c(c1)O/C(=C\c1cccs1)C2=O | 13.8%
COc1ccccc1[C@@H]1CN(C(=O)C2CCOCC2)C[C@H]1C(=O)O | 27.5%
CC(C)c1ccc(CN2CC(CNc3cccnc3)C3(C2)CN(c2ccccc2)C3)cc1 (configuration not stated) | ?
Cn1c(SCC(=O)c2cc3cc(Cl)ccc3o2)nnc1-c1cccnc1 | -5.6%
CC(=O)c1ccc(N2CCN(c3ncnc4c3cnn4-c3cc(Cl)ccc3C)CC2)cc1 | -29.9%
Cc1ccnc(NC(=O)c2ccc[n+]([O-])c2)c1 | 17.0%
COc1ccccc1Cc1nc2ccccc2nc1SCC(=O)NCc1ccccc1Cl | 7.1%
COc1ccc(C)cc1NC(=O)Cc1nc(-c2ccccc2)oc1C | -1.4%
Cc1ccc(C)c(Nc2nn3c(=O)c4ccc(C(=O)N(C)Cc5ccccc5)cc4nc3s2)c1 | ?
COc1ccc(C)cc1C(=O)N1CC(=O)N(c2cccc(Cl)c2)CC1C (configuration not stated) | -1.7%
CC[C@H]1CN(C(=O)NC(C)C)CC[C@H]1CC(=O)NCc1cccc2ccccc12 | ?
C=C(C)Cn1c(N(CC)CC)nc2c1c(=O)n(C)c(=O)n2C | 2.1%
COc1ccc2nc(NC(=O)c3cc(-c4ccc(C)c(F)c4)on3)sc2c1 | 11.9%
CC(C)C[C@@H]1N[C@H](C(=O)NCc2ccc(C(F)(F)F)cc2)Cc2c[nH]c3cccc1c23 | 13.4%[86.2 µM]
Cc1cc(-c2nc3ncccc3o2)ccc1NC(=O)c1ccc(Cl)cc1 | 1.8%
COCCn1cnc2c1c(=O)n(CC(=O)Nc1ccccc1F)c(=O)n2Cc1ccccc1 | 10.1%
CN(C/C=C/c1ccccc1)C(=O)c1ccc(C2CCCNC2)cc1 (configuration not stated) | 37.0%
N#Cc1cccc(CN2CCC(C3=NC(O)c4cc(F)ccc4N3)CC2)c1 (configuration not stated) | -5.3%

Grouped by structure: those above with an aryl thioether with sulfur outside any ring.
SMILES | KDM5B inhibitor
CCOc1ccc(-n2c(SCC(=O)OC)nc3ccccc3c2=O)cc1 | 24.7%
Cn1c(SCC(=O)c2cc3cc(Cl)ccc3o2)nnc1-c1cccnc1 | -5.6%
COc1ccccc1Cc1nc2ccccc2nc1SCC(=O)NCc1ccccc1Cl | 7.1%

Additional results follow.
SMILES | KDM5B inhibitor
CCOC(=O)c1ccccc1NC(=O)CN1C(=O)NC(c2ccc(C)cc2)C2=C1COC2=O (configuration not stated) | ?
CCCCc1cc(C[C@@H]2C[C@H](NC(=O)N3CCOCC3)C2(C)C)no1 | -5.1%[86.2 µM]
COc1ccc(CNC(=O)CCn2cccn2)cc1 | 4.8%
Cc1ccc(-c2csc(Nc3ccccc3)n2)cc1C | 15.2%
COC(=O)C(=O)CC(=O)c1ccc2c(c1)OCO2 | ?
Cc1ccc(-c2noc(-c3cc4ccccc4oc3=O)n2)cc1 | -13.3%
O=C(Nc1ccc(F)cc1F)N[C@H]1[C@H]2CCO[C@H]2[C@@H]1N1CCCCC1 | 30.1%
CCN(Cc1noc(C2CCC2)n1)C(=O)c1cc(S(N)(=O)=O)ccc1F | -7.2%
O=C(NC1CC1)[C@@H]1C[C@H](Oc2ccccc2)CN1C(=O)c1cccnc1 | -8.1%
O=C([C@@H]1C[C@H](F)CN1S(=O)(=O)c1ccc(F)cc1)N1CCCCC1 | 1.5%
CCOc1ccc(-n2c(SCC(=O)NCC3CCCO3)nc3c([nH]c4ccccc43)c2=O)cc1 (configuration not stated) | ?
O=C(NCCc1ccccc1)c1ccc2c(c1)CCN2S(=O)(=O)c1ccc(Cl)cc1 | -2.7%
O=C(O)COCC(=O)N[C@H]1CCN2C(=O)c3cc(-c4cccs4)ccc3NC(=O)[C@H]12 | ?
CC1CCc2c(cc(-c3ccccc3)n2-c2ccc(C(=O)NC(C)C)cc2)C1 (configuration not stated) | -28.3%
Cc1ccc(Cl)cc1N1CCN(C(=O)C2CCN(Cc3nc(-c4ccc(Cl)cc4)oc3C)CC2)CC1 | -14.8%
CCc1nnc(NS(=O)(=O)c2ccc(NC(=S)NC(=O)c3ccncc3)cc2)s1 | ?
COCCn1cnc2ccc(-c3cccc(C(F)(F)F)c3)nc2c1=O | -29.7%[86.2 µM]
Cc1ccccc1CNC(=O)Cn1cc2c(n1)-c1c(oc(C(=O)N3CCCC3)c1C)CC2 | ?
C=CCc1ccccc1OCCN(C)Cc1ncnn1CC | 27.6%
COc1cc(CCC(=O)N2C[C@@H](CN3CCN(C)CC3)[C@@H](CO)C2)ccc1C | -7.1%
CC1(c2ccccc2)N(Cc2ccccc2C#N)C(=O)OC12CCN(C(=O)C1CCOCC1)CC2 (configuration not stated) | 26.0%
CCOc1cc(=O)n2c(c1C(=O)Nc1ccc(C(N)=O)cc1)CCCC2 | 7.0%
O=C(COc1ccc(F)cc1)N1C[C@@H](CO)[C@H](c2ccccn2)C1 | 15.7%
COc1cc(OC)cc(C(=O)N2CCN(C(=O)COc3ccc(C)cc3)CC2)c1 | -0.8%
O=C1NCc2ccccc2CC12CCCN(Cc1cc(F)ccc1O)C2 (configuration not stated) | 3.0%[149 µM]
The listing continues:
SMILES | KDM5B inhibitor
CCCNC(=O)c1cnn(-c2ccc(C)c(C)c2)c1C1CCN(C(=O)OC(C)(C)C)CC1 | -5.5%
O=C(Cn1ncc2ccccc2c1=O)N1CCCC(Cc2nc3ccccc3[nH]2)C1 (configuration not stated) | -13.0%
COc1ccc(CN[C@H]2[C@H](O)[C@@H](N3CCN(C)CC3)[C@@H]3OC[C@H]2O3)cc1 | -15.2%[86.2 µM]
Cn1cnc(S(=O)(=O)N2CCCC(C(=O)NCc3ccccc3Cl)C2)c1 (configuration not stated) | -8.2%&-30.0%
COc1cccc(/C=C/c2nc(C#N)c(N3CCN(C(C)=O)CC3)o2)c1 | i
CCCNC(=O)CN1C(=O)NC(c2ccc(C)cc2)C2=C1COC2=O (configuration not stated) | 3.8%
CCOc1cc2c(cc1CNC(=O)c1cc(S(=O)(=O)NC3CC3)c(Cl)cc1Cl)OC(C)C2 (configuration not stated) | -17.3%
Cc1ccccc1C(=O)Nc1cccc(C(=O)OCc2cc(=O)n3c4c(sc3n2)CCCC4)c1 | -16.5%
O=C(CCCc1c[nH]c2ccccc12)NCCNC(=O)c1ccco1 | 7.4%
CC(=O)c1cccc(NS(=O)(=O)c2ccc3c(c2)NC(=O)CC(=O)N3)c1 | -7.6%
O=C(c1ccccc1F)N1CCC2(CNc3ccccc3[S+](=O)([O-])N2)C1 (configuration not stated) | -15.0%
CCn1ccnc1CN(C)C(=O)c1cc(COc2ccc3c(c2)OCO3)[nH]n1 | -23.3%
Cc1ccc(C(=O)Nc2ccc(-c3nccs3)cc2)c(C)c1 | ?
CCC/C(=N\NC(=O)C1CC1)c1ccccc1 | 10.0%
CC(C)(C)c1ccc(CN2CC3(COCC2=O)CN(c2ccccc2)C3)cc1 | 11.7%[86.2 µM]
CCn1nccc1C(=O)N1C[C@@H](COCC2CC2)[C@H](c2ccncc2)C1 | -19.9%
CC(=O)Nc1ccc(C(=O)NC2CCN(c3cc(-c4ccc(Cl)cc4)[nH]n3)CC2)cc1 | ?
O=C(/C=C/c1c(Cl)cccc1Cl)NCCCn1ccnc1 | 29.8%
CN1CCOc2c(C(=O)NCCN3CCNC3=O)cc(-c3ccc(O)c(F)c3)cc21 | 35.5µM*
O=C(NC1CCCC1)c1nc(-c2cccc3[nH]ccc23)no1 | 2.1%
CCOC(=O)c1nc2ccccc2nc1NCCc1ccc(OC)c(OC)c1 | -18.2%
O=c1c2ccsc2ncn1Cc1coc(-c2ccccc2)n1 | -5.8%
O=C(OCc1cccc(Cl)c1)c1ccc(C2Nc3ccccc3S(=O)(=O)N2)cc1 (configuration not stated) | ?
COCCOC1CN(C2CCN(S(C)(=O)=O)CC2)C12CCCCC2 (configuration not stated) | -8.1%
Cc1cccc(-n2ncc(C(=O)N3CCN(C(=O)c4ccco4)CC3)c2C2CCN(C(=O)OC(C)(C)C)CC2)c1 | -8.5%
The list continues:
SMILES | KDM5B inhibitor
O=C(Nc1cc(F)ccc1F)N1CCC(CN2CCOCC2)CC1 | -11.4%
CC(=O)Nc1cccc(-c2n[nH]c3c2CC(=O)N(Cc2ccccc2)C3)c1 | -7.0%[86.2 µM]
Cc1ccc(S(=O)(=O)c2nc(-c3ccco3)oc2N2CCN(C)CC2)cc1 | 9.1%
COc1ccc(CN[C@H]2C[C@H]3C(=O)NC[C@@H](CCC(=O)N4CCC(O)CC4)N3C2)cc1 | ?
CCOC(=O)c1cccc(NC(=O)c2cn(-c3cccc(OC)c3)c(=O)c3ccccc23)c1 | ?
COCCCn1c(C)cnc1C1CCN(C(=O)Nc2ccc(C)c(C)c2)C1 (configuration not stated) | -20.0%
Cc1ccc(C2C=C(c3ccccc3OC(F)F)Nc3ncnn32)cc1 (configuration not stated) | 1.5%
Cc1ccc(-c2c(CN3CCN(c4cc(Cl)ccc4C)CC3)csc2C)cc1 | ?
CCOC(=O)c1cc(S(=O)(=O)N2CCN(c3ccc(C)cc3C)CC2)[nH]n1 | ?
CCCN(c1ccc(C(C)C)cc1)S(=O)(=O)c1ccc2c(c1)n(C)c(=O)c(=O)n2C | -10.1%
COCCN1C(=O)[C@@H]2C[C@@H](CN2C(=O)c2ccccn2)Oc2ccccc21 | -23.1%[86.2 µM]
O=C(CC1CCCC1)NCCC1CCN(C(=O)Nc2cc(F)ccc2F)CC1 | 25.0%
CS(=O)(=O)Nc1ccc(C2(C(=O)NCc3cccc(Cl)c3)CCCCC2)cc1 | -13.0%
Cc1ccc2nc(NC(=O)C3CC(=O)N(c4n[nH]c5cccc(F)c45)C3)sc2c1 (configuration not stated) | -22.7%
CCS(=O)(=O)N1C[C@@H](C(=O)NCc2ccc(C(C)C)cc2)[C@H](c2ccncc2)C1 | 3.6%
CCN(CC)S(=O)(=O)c1ccc2nc(NC(=O)c3cncc(Br)c3)sc2c1 | -19.2%
O=[S+]1([O-])NCC2(CCN(Cc3ccccn3)CC2)Nc2ccccc21 | -15.0%
Cc1cccc(C(=O)N[C@@H](Cc2ccccc2)C(=O)N2CCCOCCNC(=O)CC2)c1 | 7.8%
COc1cc(CNCc2nnn3c2CN(Cc2ccccc2C#N)C(=O)CC3)cc(OC)c1 | 33.0%
O=C1OC[C@@H]2CCN(Cc3ccccc3Cl)Cc3ccc(F)cc3N12 | 16.6%[86.2 µM]
Cn1c(CCC(=O)NC2CCOCC2)nc2cc(S(=O)(=O)N3CCCC3)ccc21 | -13.5%
Cn1c(NCc2ccccc2)nc2c1c(=O)n(Cc1ccc(Cl)c(Cl)c1)c(=O)n2C | 20.5%
Cc1cc(C)cc(C(=O)OCCCN(C)C2CN(Cc3cn(Cc4cccc(F)c4)nn3)S(=O)(=O)C2)c1 (configuration not stated) | 18.0%
CCCn1c(C)cnc1CC1CCN(S(=O)(=O)c2cnn(CC)c2)CC1 | -6.6%
COc1ccccc1NC(=S)NC1CC2CCC1C2 (configuration not stated) | -2.9%
(cont.)
SMILES | KDM5B inhibitor
CN1CCC(N(C)CC2CCCN(CCc3ccc(F)cc3)C2)CC1 (configuration not stated) | 2.5%
C=CCn1c(-n2nc(C)c(C)c2C)nc2c1c(=O)n(CC)c(=O)n2C | -6.6%
O=C(COC(=O)c1c2c(nc3ccccc13)CCCC2)c1ccc(Oc2c(Cl)cccc2[N+](=O)[O-])cc1 | -6.3%
Cc1ccc(-n2cc(C(=O)OCc3ccc(F)c(F)c3)c3ccccc3c2=O)cc1 | -13.3%
Cc1ccc(S(=O)(=O)n2nc(C)c(S(=O)(=O)N3CCCCCC3)c2C)cc1 | ?
CCN1C(=O)C2CC3(CCN(C(=O)NCc4ccccc4)CC3)CN2C1=O (configuration not stated) | 0.0%
CC(=O)N1CCCC2(COc3ccccc3S(=O)(=O)N2)C1 (configuration not stated) | -5.4%[149 µM]
Cc1ccc(NC(=O)CNC(=O)N2CC(=O)Nc3ccccc32)cc1F | 2.4%
O=C(O)c1ccc(F)c(Cl)c1 | -10.8%
O=C(Cc1cccc(C(F)(F)F)c1)N1CCCc2ncc(C(=O)N3CCCC[C@@H]3Cc3ccccc3)cc21 | -4.8%
Cc1cc2nc(-c3cccc(NC(=O)COc4ccccc4)c3)oc2cc1C | -6.2%
CCC(=O)N1CCN(c2nc3c(s2)CC(C(=O)N2CCC(C)CC2)CC3)CC1 (configuration not stated) | 6.2%

Rewritten tab-delimited: 5 of the compounds above.
canonical_smiles	KDM5B inhibitor
C=CCn1c(-n2nc(C)c(C)c2C)nc2c1c(=O)n(CC)c(=O)n2C	-6.6%
O=C(Cc1cccc(C(F)(F)F)c1)N1CCCc2ncc(C(=O)N3CCCC[C@@H]3Cc3ccccc3)cc21	-4.8%
Cc1ccc(-n2cc(C(=O)OCc3ccc(F)c(F)c3)c3ccccc3c2=O)cc1	-13.3%
CCN1C(=O)C2CC3(CCN(C(=O)NCc4ccccc4)CC3)CN2C1=O (configuration not stated)	0.0%
O=C(O)c1ccc(F)c(Cl)c1	-10.8%
